hIAP inh: blocks human intestinal alkaline phosphatase; P09923; 330,000 compounds, 0.12% hits; AID 2544; inhibition, % at 10 µM; purified IAP, CDP-Star luminescence, 30 min;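 active means inhibition reaching a set limit with compound at 10 µM in the primary screen, cut at about 35% in these data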;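 further: plate controls were DMSO wells with enzyme for no effect and no-enzyme buffer wells for full effect; values of inactives mirror those of a sister screen read the other way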
Target sequence (P09923 whole entry, looked up): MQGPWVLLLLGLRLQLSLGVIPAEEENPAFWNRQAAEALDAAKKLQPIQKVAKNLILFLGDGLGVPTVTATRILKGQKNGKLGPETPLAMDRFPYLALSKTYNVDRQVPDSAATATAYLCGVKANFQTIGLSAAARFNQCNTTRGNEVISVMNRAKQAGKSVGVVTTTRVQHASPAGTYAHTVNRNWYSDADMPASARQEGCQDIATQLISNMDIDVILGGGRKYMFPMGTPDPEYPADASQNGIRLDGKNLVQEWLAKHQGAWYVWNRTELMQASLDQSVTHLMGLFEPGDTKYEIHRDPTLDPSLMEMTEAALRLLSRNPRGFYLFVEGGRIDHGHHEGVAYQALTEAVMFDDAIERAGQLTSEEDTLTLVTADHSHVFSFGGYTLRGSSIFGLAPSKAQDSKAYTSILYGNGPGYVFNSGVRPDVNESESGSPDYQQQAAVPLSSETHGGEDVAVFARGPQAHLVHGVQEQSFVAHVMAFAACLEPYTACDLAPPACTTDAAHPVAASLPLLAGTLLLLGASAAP
MIN6 prolif: MIN6 beta-cell proliferation induction | AID 2380 | proliferation, % at 10 µM | 330,000 compounds, 0.29% hits | MIN6 cells proliferation, ATPlite luminescence, 48 h; cells starved in 0.2% serum; 100% = growth in 10% serum;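 active means compounds whose signal lies at least 3.5 SD above the mean of all wells on their plate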;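 further: 0% = DMSO-treated cells in low-serum medium and 100% = 10% serum control; some compounds called inactive have numbers as strong as hits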
APOBEC3A inh: inhibitors of human APOBEC3A DNA deaminase | P31941 | recombinant A3A, FAM/TAMRA ssDNA deamination fluorescence | inhibition, % at 20 µM | 330,000 compounds, 0.41% hits | AID 493011;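 active means at least 40% inhibition at 20 µM here, with at most 30% in a related deaminase screen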;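 further: plate controls were A3A with DMSO for no effect and wells lacking A3A enzyme for full effect; some results filed as inactive read as strong as hits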
A3G deaminase: APOBEC3G (human) deaminase inhibition; recombinant A3G, ssDNA deamination FAM/TAMRA fluorescence; inhibition, % at 20 µM; 330,000 compounds, 0.28% hits; AID 493012;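 active means inhibition of at least 40% at 20 µM, with no more than 30% in the related APOBEC3A deaminase screen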;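 further: plate controls were DMSO wells with A3G for no effect and wells lacking A3G enzyme for full effect; some compounds called inactive have numbers as strong as hits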
Target sequence (Q9HC16 whole entry, looked up): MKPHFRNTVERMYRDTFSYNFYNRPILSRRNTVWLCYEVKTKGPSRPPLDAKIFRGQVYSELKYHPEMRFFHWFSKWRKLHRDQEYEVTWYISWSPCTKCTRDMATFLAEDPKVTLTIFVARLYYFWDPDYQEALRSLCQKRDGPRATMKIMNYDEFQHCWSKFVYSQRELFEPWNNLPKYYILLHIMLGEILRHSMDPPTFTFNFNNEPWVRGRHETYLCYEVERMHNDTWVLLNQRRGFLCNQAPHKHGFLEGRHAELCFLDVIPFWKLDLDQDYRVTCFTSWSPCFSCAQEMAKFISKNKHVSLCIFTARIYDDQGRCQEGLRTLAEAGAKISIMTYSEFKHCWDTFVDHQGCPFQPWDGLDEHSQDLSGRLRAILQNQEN
mIAP activ: mouse IAP activation. activation factor at 10 µM. muIAP, CDP-Star luminescence, 30 min; active compounds read high; 1 = vehicle-only enzyme signal, 0 = enzyme-free wells. 330,000 compounds, 0.24% hits. AID 2805;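 active means activation factor of at least 2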; further: the source names both 10 and 20 µM as test concentration; values of inactives mirror those of a sister screen read the other way
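Assay system: mouse IAP enzyme; Reagent: CDP-Star chemiluminescent phosphatase substrate; Compound: DMSO-dissolved test compounds; Incubation: 30 min, room temperature; Technique: luminescence from enzymatic CDP-Star hydrolysis; Controls: DMSO-only wells and no-enzyme negative control.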
mIAP inh: mouse IAP inhibition. purified mouse IAP, CDP-Star luminescence, 30 min. inhibition, % at 10 µM. 330,000 compounds, 0.2% hits;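 active means inhibition of at least 40% at 10 µM in the primary screen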;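 further: plate controls were DMSO with enzyme for no effect and no enzyme wells for full effect; values of inactives mirror those of a sister screen read the other way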
ATG4B inh: inhibitors of human ATG4B cysteine protease. AID 504462. 340,000 compounds, 0.51% hits. ATG4B cleavage of LC3-PLA2, NBD-HPC fluorescence, 1 h. inhibition, % at 8.33 µM. Q9Y4P1; in the data active means inhibition above about 40%
hIAP activ: increases human intestinal alkaline phosphatase activity; purified human IAP, CDP-Star luminescence, 30 min; active compounds read high; 1 = vehicle-only enzyme, 0 = enzyme-free background; 330,000 compounds, 0.16% hits; activation factor at 10 µM;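 active means activation factor of the enzyme at least 2-fold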; further: the source names both 10 and 20 µM as test concentration; values of inactives mirror those of a sister screen read the other way
MPTP block: inhibitors of mitochondrial permeability transition pore; isolated mouse mitochondria, Ca2+ swelling absorbance, 30 min; inhibition, % at 10 µM; 360,000 compounds, 1.4% hits;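 active means inhibition of 50% or more, scaled per plate between neutral and stimulator controls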;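 further: 0% = DMSO wells given calcium and 100% = 1 mM EGTA wells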
* marks the source's active call; other numbers are inactive results.

mol | hIAP inh | MIN6 prolif | APOBEC3A inh | A3G deaminase | mIAP activ | mIAP inh | ATG4B inh | hIAP activ | MPTP block
O=S(=O)(NCCC1=CCCCC1)c1cccc(Br)c1 | 6.2 | -4.2 | 0.2 | -6.2 | 1.09 | -9.1 | 14.2 | 0.938 | 0.5
Cc1cc(C(=O)CSc2nc3ccccc3[nH]2)c(C)n1CC1CCCO1 (stereo not given) | 7.4 | -5.3 | -2.2 | -4.9 | 0.965 | 3.5 | -5.3 | 0.926 | 71.4*
O=C(Nc1ccn(Cc2ccc(Cl)cc2)n1)c1ccccc1 | -10.5 | -4.5 | -0.9 | -0.5 | 1.19 | -19.1 | 5.3 | 1.1 | 0.7
CCC(Oc1ccccc1)C(=O)Nc1ccc(S(=O)(=O)N2CCOCC2)cc1 (stereo not given) | 2.7 | -2.7 | -3.9 | -7.5 | 1.07 | -7.3 | -4.9 | 0.973 | 1.8
CC1CN(C(=O)Nc2ccc3c(c2)OCO3)CC(C)O1 (stereo not given) | -31.8 | -2.7 | 1.5 | 3.8 | 1.03 | -3.1 | 6.4 | 1.32 | -1.6
COc1ccc2cc(C(=O)NCCc3ccccc3)[nH]c2c1 | -14.1 | 0.1 | 1.3 | -0.5 | 1.07 | -7.0 | -7.4 | 1.14 | -0.4
CC(C)Cc1nnc(NC(=O)CCC(=O)N2CCN(Cc3ccc(F)cc3)CC2)s1 | -20.7 | -2.4 | -2.9 | -2.1 | 0.985 | 1.5 | 0.8 | 1.21 | -1.0
COc1nc(/C=C/N(C)C)c([N+](=O)[O-])c(OC)n1 | 6.8 | 0.0 | 6.9 | 5.2 | 1.01 | -1.3 | -6.7 | 0.932 | 1.2
Clc1ccc(CSc2nnc(CNc3cccc(Cl)c3)o2)cc1 | -18.4 | -3.9 | -1.3 | -3.4 | 1.07 | -7.1 | -2.3 | 1.18 | 3.0
O=C(CNCc1ccccn1)Nc1cc(S(=O)(=O)N2CCCCC2)ccc1Cl | -38.6 | 0.9 | 4.5 | 0.6 | 1.06 | -6.1 | 0.5 | 1.39 | -2.0
Cc1csc(NC(=O)CS(=O)(=O)c2ccccc2)n1 | -17.3 | 0.2 | -2.8 | -7.1 | 1.07 | -6.9 | 5.6 | 1.17 | -0.1
CCOC(=O)c1c(NC(=O)CSc2cn(CC)c3ccccc23)sc2c1CCC2 | 17.6 | -5.0 | -2.7 | -3.1 | 0.961 | 3.9 | -10.8 | 0.824 | 59.8*
O=C(NCc1cccnc1)c1ccccc1CCc1ccccc1 | -17.1 | -3.3 | 2.5 | 2.2 | 0.892 | 10.8 | -6.3 | 1.17 | 0.0
COC(=O)c1ccc(COC(=O)CNC(=O)c2cccs2)cc1 | -5.0 | 0.2 | -2.8 | -7.0 | 0.983 | 1.7 | -3.7 | 1.05 | 0.0
C/C(=N\Nc1nccnc1Cl)c1ccc(O)cc1 | 6.0 | -0.2 | -5.7 | -7.2 | 1.02 | -2.1 | 2.8 | 0.94 | 0.0
COc1cc(OC)cc(N(C(=O)CNC(=O)c2cccs2)C(C(=O)NCC2CCCO2)c2ccc(OC)c(OC)c2)c1 (stereo not given) | -8.3 | -1.8 | -1.4 | -8.3 | 0.952 | 4.8 | -3.5 | 1.08 | 0.1
C[C@]12C(=O)N(c3ccc(C(F)(F)F)cc3)C(=O)N1[C@H]1c3ccccc3OC[C@@H]1[C@H]2c1ccccc1 | 18.0 | -2.7 | -3.3 | -7.6 | 0.928 | 7.2 | -10.3 | 0.819 | 3.4
C#CCSc1nnnn1-c1ccc(OCC)cc1 | -10.2 | -2.0 | -3.3 | -8.5 | 1.03 | -2.7 | 5.1 | 1.1 | 1.6
O=C(NCc1ccncc1)C1CCCN1S(=O)(=O)c1ccc(Cl)cc1 (stereo not given) | 2.5 | 5.0 | -1.4 | -2.3 | 0.985 | 1.5 | -3.2 | 0.975 | -0.8
CCC(=O)c1ccc(NC(C)=O)cc1O | 9.2 | -2.0 | 0.9 | -1.6 | 0.921 | 7.9 | -2.4 | 0.908 | 0.1
N=c1c(C(=O)NCC2CCCO2)cc2c(=O)n3ccccc3nc2n1Cc1ccco1 (stereo not given) | 17.5 | 0.0 | 2.2 | -2.6 | 0.91 | 9.0 | 2.1 | 0.825 | -4.3
CSc1nnc(NC(=O)c2ccc(S(=O)(=O)N(C)C)cc2)s1 | -1.2 | -4.5 | 0.3 | -3.4 | 1.05 | -5.0 | -5.6 | 1.01 | -0.1
O=C(CSc1nc2ccccc2[nH]1)Nc1cccc(S(=O)(=O)N2CCOCC2)c1 | 3.0 | 4.2 | -0.1 | -8.5 | 0.915 | 8.5 | -10.1 | 0.97 | 5.0
O=C(Cn1nc(C(F)F)cc1C(F)F)NNC(=S)Nc1ccc([N+](=O)[O-])cc1 | -80.5 | -0.6 | -9.3 | -8.6 | 0.857 | 14.3 | -2.4 | 1.8 | -1.6
COc1cc(NC(=S)N2CCN(C(=O)C3CCCO3)CC2)c(OC)cc1Cl (stereo not given) | -6.3 | -0.8 | -0.2 | -8.1 | 0.945 | 5.5 | 4.6 | 1.06 | -2.0
COCCCN1C(=O)c2[nH]nc(-c3ccccc3O)c2C1c1ccc(Cl)cc1 (stereo not given) | 5.7 | -3.0 | 0.1 | -3.6 | 0.952 | 4.8 | 2.9 | 0.943 | 13.7
Cc1ccc(S(=O)(=O)N2CCC(C(=O)C3C(=O)CC(C)(C)CC3=O)CC2)cc1 | -6.2 | -0.7 | -1.4 | -2.8 | 1.01 | -1.2 | 3.2 | 1.06 | -0.6
CCOCCCNC(=O)C(c1ccc(Cl)cc1)N1CCN(c2ccccc2)CC1 (stereo not given) | 9.8 | -0.2 | -3.3 | -8.6 | 1.15 | -15.4 | 3.5 | 0.902 | 1.2
CCCn1c(SC(C(=O)Nc2cccc(OC)c2)c2ccccc2)nc2ccccc2c1=O (stereo not given) | 10.4 | -3.0 | 0.1 | -3.7 | 1.4 | -39.7 | -6.5 | 0.896 | 2.6
CCOC(=O)c1cnc(SCCc2ccccc2)nc1N | -26.6 | 1.6 | -1.2 | -1.2 | 1.04 | -4.1 | -1.1 | 1.27 | -0.6

Whole records, looked up by structure. Order of values: hIAP inh	MIN6 prolif	APOBEC3A inh	A3G deaminase	mIAP activ	mIAP inh	ATG4B inh	hIAP activ	MPTP block
Profile of `O=C(NCc1cccnc1)c1ccccc1CCc1ccccc1` → -17.1	-3.3	2.5	2.2	0.892	10.8	-6.3	1.17	0.0
Profile of `COCCCN1C(=O)c2[nH]nc(-c3ccccc3O)c2C1c1ccc(Cl)cc1` (stereo not given) → 5.7	-3.0	0.1	-3.6	0.952	4.8	2.9	0.943	13.7
Profile of `O=C(NCc1ccncc1)C1CCCN1S(=O)(=O)c1ccc(Cl)cc1` (stereo not given) → 2.5	5.0	-1.4	-2.3	0.985	1.5	-3.2	0.975	-0.8
Profile of `C#CCSc1nnnn1-c1ccc(OCC)cc1` → -10.2	-2.0	-3.3	-8.5	1.03	-2.7	5.1	1.1	1.6
Profile of `CCOC(=O)c1c(NC(=O)CSc2cn(CC)c3ccccc23)sc2c1CCC2` → 17.6	-5.0	-2.7	-3.1	0.961	3.9	-10.8	0.824	59.8*

Further entries.
mol | hIAP inh | MIN6 prolif | APOBEC3A inh | A3G deaminase | mIAP activ | mIAP inh | ATG4B inh | hIAP activ | MPTP block
Cc1nnc(-c2ccc(N3CCOCC3)c([N+](=O)[O-])c2)o1 | 4.2 | 8.3 | 0.3 | -5.6 | 1 | -0.1 | -7.1 | 0.958 | -1.3
Cn1c(=O)c2c(ncn2CC(=O)Nc2nccs2)n(C)c1=O | 3.7 | -2.2 | 6.3 | -0.9 | 0.949 | 5.1 | -0.8 | 0.963 | 0.1
C[N+](C)(C)CC(=O)N/N=C/c1c2ccccc2cc2ccccc12 | -15.7 | -1.0 | 3.9 | -1.2 | 0.922 | 7.8 | -6.2 | 1.16 | -2.2
CCOC(=O)Cn1c(=O)c2c(nc3n2CCCN3Cc2ccccc2)n(C)c1=O | -2.5 | -1.2 | -4.2 | -8.5 | 0.967 | 3.3 | 4.4 | 1.02 | 0.4
CN(CC(=O)O/N=C(\N)c1ccc([N+](=O)[O-])cc1)S(=O)(=O)c1ccc2ccccc2c1 | -45.6 | -4.7 | -0.7 | -3.7 | 0.902 | 9.8 | -15.2 | 1.46 | 2.1
NC(=O)CSc1nnc(CNc2cccc(Cl)c2)n1CCc1ccccc1 | 2.7 | -2.3 | -0.7 | -0.9 | 1.09 | -9.4 | 49.3* | 0.973 | 1.1
Cc1cc(C)c(C)c(S(=O)(=O)N[C@@H](C)C(=O)OCC(=O)NC2CCCC(C)C2C)c1C (stereo not given in full) | 10.7 | -4.2 | 1.4 | -1.0 | 0.952 | 4.8 | -11.9 | 0.893 | 0.3
O=S(=O)(NCc1cc(-c2ccc(Cl)cc2)no1)c1ccc(Cl)cc1 | 1.2 | -2.7 | 0.7 | 1.5 | 0.983 | 1.7 | -18.9 | 0.988 | 27.1
COc1ccc(Cl)cc1NC(=O)CN(C)C(=O)c1sccc1-c1ccccc1 | -12.1 | -5.4 | 3.3 | 3.1 | 1.01 | -0.9 | -2.7 | 1.12 | -1.2
CC(c1nccs1)N(C)C(=O)CCc1nnc(-c2ccc(-c3ccccc3)cc2)o1 (stereo not given) | 3.1 | -3.4 | -0.4 | -6.1 | 1.03 | -2.9 | -10.6 | 0.969 | 3.0
S=c1[nH]nc(COc2ccccc2)n1/N=C/c1ccco1 | 14.4 | -1.6 | -4.0 | 58.9* | 0.895 | 10.5 | -6.7 | 0.856 | 1.5
CCCCC(=O)Nc1ccc(C(=O)NNC(=O)c2ccccc2Br)cc1 | -15.1 | -0.3 | -0.1 | -3.7 | 0.879 | 12.1 | -8.9 | 1.15 | 0.5
Cc1ccc(S(=O)(=O)N[C@@H](C)C(=O)OCC(=O)N2c3ccccc3NC(=O)C2(C)C)cc1 | 18.8 | -0.7 | -1.6 | -4.2 | 1.12 | -12.1 | -3.5 | 0.812 | 0.9
CC12c3ccccc3C(c3ccccc31)C1C(=O)N(Cc3cccnc3)C(=O)C12 (stereo not given) | -6.0 | -3.2 | 4.9 | -1.7 | 1.1 | -9.6 | -4.5 | 1.06 | 0.8
CC(=O)c1ccc(C(=O)N2CCCC(CCC(=O)N(C)CCc3ccccn3)C2)s1 (stereo not given) | -16.6 | 0.3 | -3.9 | -9.2 | 0.972 | 2.8 | 19.4 | 1.17 | -0.7
COc1ccc(OC)c(NC(=O)c2ccc3c(=O)n(CCc4ccccc4)c(=S)[nH]c3c2)c1 | -1.4 | -4.2 | -2.3 | -8.2 | 0.811 | 18.9 | -3.8 | 1.01 | 12.2
COc1ccccc1CNC(=O)C1CC(c2ccc([N+](=O)[O-])cc2)=NO1 (stereo not given) | 4.1 | -0.7 | -1.7 | -7.3 | 1.02 | -2.1 | 0.6 | 0.959 | -0.6
Cc1cccc(/N=C/c2c(C)[nH]n(-c3ccccc3)c2=O)n1 | -8.3 | -0.5 | -1.5 | -2.0 | 1.13 | -13.1 | 2.1 | 1.08 | 0.6

Compound activity: PubChem, Sanford-Burnham Center for Chemical Genomics
